MazF activator – activators of E. coli MazEF toxin-antitoxin RNase, primary screen, biochemical, fluorescence, uHTS | 350,000 tested, 0.32% active | AID 504720, 2011 | activation, % at 20 µM | Endoribonuclease toxin MazF (Escherichia coli (strain K12)), P0AE70 | FAM/BHQ RNA-DNA oligo cleavage fluorescence, 5 h; in the data active = activation above about 50%
Target sequence (P0AE70 whole entry, looked up): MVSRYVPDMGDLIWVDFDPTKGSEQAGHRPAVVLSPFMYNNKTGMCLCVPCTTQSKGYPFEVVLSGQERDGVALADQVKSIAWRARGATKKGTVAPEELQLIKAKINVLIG
PrPC surface inh – inhibitors of human cell surface prion protein PrPC, primary screen, cell-based, TR-FRET; TR-FRET read-out; inhibition, % at 13.8 µM; 370,000 tested, 0.43% active; AID 720596, 2013; in the data active = inhibition above about 24%; also: 0% = median of the test wells and 100% = reference compound wells
Vc quorum ag – inducers of Vibrio cholerae quorum light production without autoinducers, primary screen, BH1578 luxS cqsA deficient, single point; V. cholerae BH1578 lux reporter, luminescence, 6 h; activation, % at 18.7 µM; 350,000 tested, 0.16% active; in the data active = activation mostly above about 9.7%, no sharp cut-off; also: not every result past the cut was called active; inactives centre near 0; reference of the scale not given here
DUSP3 inh – VHR1 phosphatase inhibitors, primary screen, biochemical, absorbance, uHTS | Dual specificity protein phosphatase 3 (Homo sapiens), P51452 | recombinant VHR phosphatase, pNPP absorbance | inhibition, % at 13.3 µM | 290,000 tested, 0.52% active; in the data active = inhibition above about 50%; also: some compounds called inactive have numbers as strong as hits
Target sequence (P51452 whole entry, looked up): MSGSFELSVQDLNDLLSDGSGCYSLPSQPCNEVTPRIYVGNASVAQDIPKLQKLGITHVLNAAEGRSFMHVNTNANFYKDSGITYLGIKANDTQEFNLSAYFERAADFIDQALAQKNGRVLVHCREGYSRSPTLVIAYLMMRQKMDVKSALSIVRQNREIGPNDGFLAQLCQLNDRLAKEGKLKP
3CLpro inhibitor – SARS-CoV 3CLpro protease inhibitors, primary screen, biochemical, quenched FRET. Replicase polyprotein 1ab (Severe acute respiratory syndrome coronavirus), P0C6X7. recombinant SARS-CoV 3CLpro, quenched FRET peptide cleavage. inhibition, % at 6 µM. 290,000 tested, 0.14% active. AID 1706, 2009; in the data active = inhibition above about 12%
SSB-PriA inh – inhibitors of Klebsiella pneumoniae PriA binding to SSB C-terminal tail, primary screen, biochemical, AlphaScreen. PriA–SSB C-terminal tail interaction (Klebsiella pneumoniae). inhibition, % at 33 µM. AlphaScreen SSBct-PriA binding, biotinylated peptide. 430,000 tested, 0.6% active. AID 1272365, 2023; in the data active = inhibition mostly above about 37%, no sharp cut-off; inactive = mostly below about 20%;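 also: plate controls were negative control peptide for no effect and reference peptide for full effect; strong numbers were not always called active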
TcdB inh – TcdB glycohydrolase inhibitors, primary screen, biochemical, single point, plate reader | Toxin B (Clostridioides difficile), P18177 | TcdB glycohydrolase enzymatic assay | inhibition, % at 9.99 µM | 350,000 tested, 0.24% active; in the data active = inhibition above about 10%
Yp Topo-I inh – Yersinia pestis topoisomerase I inhibitors, primary screen, biochemical, cleavage product accumulation, plate reader, single point | DNA topoisomerase I (Yersinia pestis CO92) | Y. pestis Topo-I cleavage product accumulation | activity, % at 10 µM | 360,000 tested, 0.064% active | AID 504884, 2011; in the data active = activity above about 50%, passing the limit was not always enough; also: inactives centre near 2
CCHF vOTU inh – CCHFV vOTU protease inhibitors, primary screen, biochemical, Pep-AMC substrate, fluorescence. Crimean-Congo hemorrhagic fever virus L polyprotein viral ovarian tumor (vOTU) protease …. inhibition, % at 11.5 µM. 370,000 tested, 0.55% active; in the data active = inhibition above about 30%; also: 0% = vehicle wells with enzyme and 100% = no enzyme wells
Rv3671c protease – Rv3671c serine protease inhibitors, primary screen, biochemical, fluorescence polarization, M. tuberculosis H37Rv; 320,000 tested, 0.048% active; P9WHR9; inhibition, % at 5.96 µM; in the data active = inhibition above about 38%;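 also: extracellular domain of Rv3671c used as enzyme; 0% = enzyme with DMSO and 100% = no enzyme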
Target sequence (P9WHR9 whole entry, looked up, the tested form may be a part): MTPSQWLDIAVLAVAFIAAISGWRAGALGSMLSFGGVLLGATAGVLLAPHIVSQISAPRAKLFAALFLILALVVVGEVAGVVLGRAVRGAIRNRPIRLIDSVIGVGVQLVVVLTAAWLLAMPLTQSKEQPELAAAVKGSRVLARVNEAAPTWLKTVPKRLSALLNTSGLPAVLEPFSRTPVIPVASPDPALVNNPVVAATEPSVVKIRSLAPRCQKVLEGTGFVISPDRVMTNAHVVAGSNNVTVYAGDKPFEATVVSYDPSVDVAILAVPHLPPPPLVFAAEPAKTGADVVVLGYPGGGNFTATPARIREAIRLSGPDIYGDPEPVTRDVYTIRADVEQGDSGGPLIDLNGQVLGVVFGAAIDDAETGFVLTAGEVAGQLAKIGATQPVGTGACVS
The depositor's hits bear a star; i = inactive; / = not tested or not shown; & = joins results of further samples. The list is partial; count on the stated rates, not on these rows.

SMILES	MazF activator	PrPC surface inh	Vc quorum ag	DUSP3 inh	3CLpro inhibitor	SSB-PriA inh	TcdB inh	Yp Topo-I inh	CCHF vOTU inh	Rv3671c protease
COc1ccc(-c2cc(C(=O)NCCN3CCOCC3)c3ccccc3n2)cc1OC	4.3	-8.1	i	15.0	-6.0	-3.8	2.6	8.1	-5.8	-8.7
Cc1ccc(N(C)C(=O)N2CCN(c3ccccn3)CC2)cc1	2.5	-3.5	-0.3	23.6	0.0	-5.2	3.0	11.0	-3.5	-7.7
Oc1c(Br)cc(Cl)cc1C=Nc1ccc(N2CCOCC2)cc1	-22.1	-7.5	-0.5	20.4	-0.3	-18.3	-2.9	-0.6	16.2	-12.6
COc1ccc(NC(=O)CSc2nc3nc(C)cc(C)c3c(=O)[nH]2)cc1OC	-12.9	-2.4	i	/	/	3.3	-0.1	3.0	0.4	2.0
O=c1cc(COc2ccc(Cl)c(Cl)c2)nc2sccn12	-31.8	-1.1	i	2.6	-2.2	2.4	1.1	3.1	-11.1	4.9
c1ccc(N=P(c2nc3ccccc3o2)(N2CCOCC2)N2CCOCC2)cc1	8.2	1.9	i	17.1	-4.9	-1.4	/	6.8	-0.5	-5.3
CCCN(CCC)CCNC(=S)Nc1ccc2nc3n(c(=O)c2c1)CCCCC3	12.5	1.4	5.2	19.0	-0.1	-6.8	-0.4	6.0	-3.5	10.4
O=C(CCC(=O)c1ccc(Br)cc1)Nc1cccnc1	2.4	-1.3	0.7	26.9	0.2	-16.6	1.4	-4.4	4.7	5.2
CC(C)C(NC(=O)OCc1ccccc1)C(=O)O (stereo unspecified)	7.2	0.6	6.2	28.7	-2.7	-7.3	/	-5.8	7.7	3.8
CC(C)C(=O)NCCc1nc2ccccc2n1CCOc1ccccc1	-4.6	5.4	-0.2	29.6	1.4	-1.0	1.9	7.5	-1.9	-1.5
COc1ccccc1/C=C1\NC(=S)N(CC2CCCO2)C1=O (stereo unspecified)	-1.6	-10.3	-23.6	6.3	-3.8	4.3	/	9.2	0.7	-0.7
COc1ccc(NC(=O)C2CCCN(S(=O)(=O)c3ccc(C)cc3)C2)cc1OC (stereo unspecified)	-13.8	11.1	-0.4	-0.2	6.3	-5.9	/	10.8	-3.6	4.9
O=C(O)c1ccc(/C=N/NC(=O)c2ccc(NS(=O)(=O)c3cccs3)cc2)cc1	-3.4	-1.2	-0.3	9.5	0.9	i	0.2	-9.7	15.8	-8.4
CN(C)C(=O)CCc1ccc2c3c([nH]c2c1)[C@]1(CCc2ccccc2)[C@@H](C(=O)N2CCCCC2)C[C@H](CC(=O)NCCC2=CCCCC2)C(=O)N1CC3	-1.4	-11.1	0.1	/	/	5.8	1.3	2.1	-0.9	/
Cc1ccc(S(=O)(=O)/N=C(\c2ccccc2)N(C)S(=O)(=O)c2ccccc2)cc1	-6.6	4.1	-0.3	1.7	1.3	/	1.3	33.1	-0.5	-5.4
CN(C(=O)c1ccc(NC(=O)Cc2cccc(NC(=O)C3CCCN(C(=O)C4CCC4)C3)c2)cc1)C1CCCC1 (stereo unspecified)	-4.4	-3.6	i	/	/	-8.1	-0.2	21.3	-1.1	6.8
O=C(O)c1ccc(CS(=O)c2cccc(C(F)(F)F)c2)o1 (stereo unspecified)	8.6	5.6	-1.0	-14.0	-1.1	-19.6	/	1.2	-0.8	-2.4
COc1ccc(CN2CCN(C(=O)c3ccccc3F)CC2)c(OC)c1OC	2.4	-3.2	-0.4	/	/	4.7	1.7	1.3	5.3	-3.0
CCOC(=O)c1ccc(NC(=O)c2ccc3c(c2)OCO3)cc1	2.8	4.3	-0.4	18.2	0.7	-9.1	/	3.3	8.0	-2.0
CCc1ccc(-n2c(=O)c3c(C)c(C(=O)N(C)C)sc3n(CC(=O)NCC3CCCO3)c2=O)cc1 (stereo unspecified)	5.5	6.4	0.6	-2.0	1.0	-11.8	-2.5	11.8	9.1	-4.8
CN(C)c1ccc(C(=O)OCc2cc(=O)n3ccsc3n2)cc1	9.1	-2.4	/	/	/	-10.4	1.3	-0.3	1.7	6.3
Cc1ccccc1OCCn1c(C)nc2ccccc21	1.7	17.9	i	-8.4	-3.8	-4.7	0.6	0.1	-11.7	3.9
CCCC(=O)n1nc(-c2ccco2)nc1SCc1ccccc1	-27.8	/	-0.2	-5.4	0.8	-6.9	/	2.2	/	2.6
COc1ccccc1NC(=O)NCC(=O)Nc1c(C)cccc1C	8.7	-2.0	i	16.7	3.0	-2.7	1.3	-0.6	-0.2	-2.4
COC(=O)c1ccc(N=Cc2c(C(F)(F)F)[nH][nH]c2=O)cc1	0.8	13.0	-0.4	13.1	4.9	2.9	-0.1	3.4	11.3	0.7
CC(C)CC12CN3CCN(CC(C3)C1O)C2 (stereo unspecified)	-1.1	-1.2	i	23.2	-0.4	5.7	/	18.4	-1.2	-9.4
Cc1noc(C)c1S(=O)(=O)N1CCN(c2ccc([N+](=O)[O-])cc2)CC1	9.3	-11.4	i	-0.7	2.8	-12.4	0.3	-2.2	14.8	-9.2
COC(=O)C(=Nc1ccccc1)/C(C(=O)C(=O)N(C)c1ccccc1)=C(\O)c1ccccc1	7.3	1.7	i	17.0	6.4	/	-0.5	0.6	8.1	10.5
CCCNC(=O)COC(=O)c1ccc(N2CCCC2)c([N+](=O)[O-])c1	-8.6	-4.9	-0.4	16.0	2.6	-9.2	2.5	1.8	13.3	-11.0
COc1ccc(C(C(=O)NC2CCCCC2)N(C(=O)c2sc(C)nc2C)c2ccccc2C)cc1 (stereo unspecified)	3.8	11.9	-1.7	13.7	-1.4	15.5	/	-4.8	-2.8	0.2
Cc1ccc(S(=O)(=O)N(CC(=O)N(C(C)C)C(C)C)C(=O)N2CCN(C)CC2)cc1	-0.8	-0.6	-0.3	28.0	-0.7	-18.0&6.0	0.3	-1.2	5.8	0.5
CCN1C(=O)/C(=C\c2cccs2)C(C(=O)OC)=C1C	7.9	-2.6	i	22.3	-0.2	-11.3	/	1.3	-3.0	-0.3
Cc1ccc(NC(=O)NCCN2CCN(c3ccccc3)CC2)cc1Cl	8.3	-1.1	-0.4	10.4	-0.1	-6.2	0.7	-8.2	1.9	-6.9
CC(=O)c1ccc(OCc2c(-c3ccccc3)nnn2CC(=O)NS(=O)(=O)c2ccccc2C)cc1	/	-1.8	i	/	/	/	-2.6	10.6	11.6	/
Cc1ccc(CS(=O)(=O)c2ncn[nH]2)cc1	3.5	-1.0	9.1	13.4	3.1	-5.1	1.5	1.9	5.6	0.7
O=C(CCNS(=O)(=O)c1cccc(C(F)(F)F)c1)NC1CC1	10.0	6.2	-5.7	/	/	-13.3	0.4	-2.3	8.3	3.6
Cc1ccc(C(=O)OCC(=O)NC(=O)NCc2ccccc2)cc1C	-0.9	-10.0	0.2	/	/	-11.9	0.4	25.2	8.5	6.9
CCC(NC(=O)CCCc1ccccc1)c1ccccc1 (stereo unspecified)	-4.9	-5.2	-3.1	7.4	-0.8	-8.9	-0.1	3.6	6.0	5.6
S=c1[nH]nc(-c2ccco2)n1/N=C/C(Cl)=C/c1ccccc1	-1.6	-20.5	-1.9	26.9	4.9	/	-0.1	-5.1	8.5	0.1
COc1cc(NC(=O)c2cccc3c2C(=O)N(Cc2cccnc2)C3)cc(OC)c1OC	11.4	1.4	-0.2	7.8	0.1	-6.2	1.0	8.0	4.0	0.4
CCOC(=O)[C@@H]1[C@H]2COc3ccccc3[C@H]2N2C(=O)N(c3ccc(F)cc3)C(=O)[C@]12C	-15.9	3.2	i	12.7	-1.8	-11.9	0.5	-3.0	0.0	1.0
Cc1ccc(/C(N)=N/OC(=O)c2cccs2)cc1	-6.5	7.2	-0.4	9.6	0.0	/	/	-2.5	17.1	-0.5
COc1ccc(C(O)c2nccn2Cc2ccccc2)cc1 (stereo unspecified)	8.7	-2.3	-0.4	27.0	-9.2	0.0	/	2.2	-15.7	-1.4
CS(=O)(=O)N1CCN(c2ccc(NC(=O)c3cc4ccccc4o3)cc2)CC1	30.2	-10.0	-0.7	4.4	3.7	-27.9	-0.3	1.2	6.9	-1.2
CC1CCC2(CC1)NC(=O)N(CC(=O)N1CCN(S(=O)(=O)c3ccc4c(c3)CCC4)CC1)C2=O (stereo unspecified)	7.6	3.7	-0.7	/	/	-8.7	0.0	4.2	6.6	-0.3
C=CCNC(=S)Nc1ccc(Br)cc1F	5.8	1.9	i	25.6	-3.0	2.4	1.2	3.3	0.6	6.6
COc1cccc(-c2ccc(SCC(=O)N3CCN(c4ccccc4)CC3)nn2)c1	-7.4	2.3	-0.2	-7.5	-1.6	6.1	0.0	40.1	-3.8	1.9
Cc1cc(C(=O)C(=O)NC(C)C)c(C)n1-c1ccc([N+](=O)[O-])cc1	-9.6	-2.0	0.1	18.6	-1.4	-14.3	/	-5.1	-5.4	-0.2
CCCCn1c(N)c(N(CC(C)C)C(=O)CCCc2nc3ccccc3s2)c(=O)[nH]c1=O	-1.8	-0.5	i	/	/	-4.7	1.7	4.7	-7.3	-6.4
Cc1ccc2[nH]nc(C(=O)N3CCCC(C(=O)c4ccc(Cl)cc4)C3)c2c1 (stereo unspecified)	0.0	-0.1	-0.7	17.7	-1.0	3.4	-0.7	19.6	-2.7	-21.0
COc1ccc(OCC(O)CNC(=O)c2ccc(OC)cc2)cc1 (stereo unspecified)	1.1	-0.2	-0.2	27.6	-1.5	4.7	0.6	8.5	7.8	2.6
CCc1ccc2c(c1)C(c1ccc([N+](=O)[O-])cc1)=NNC(c1ccc(F)cc1)=N2	3.4	3.7	-0.4	16.3	1.4	28.9	/	-3.5	4.4	0.5
CC(C)=CCC/C(C)=C/CNC(=O)C[C@H]1C[C@H](C(=O)N2CCOCC2)[C@@]2(CCC3CCCC3)c3[nH]c4cc(-c5ccco5)ccc4c3CCN2C1=O	0.5	-5.7	-0.9	/	/	-17.2	1.1	14.4	-5.2	/
CCn1c(N)c(C(=O)NCc2cccnc2)sc1=S	-3.1	-8.3	i	8.8	8.1	4.1	/	-2.3	7.2	8.8

Full records, looked up by structure. Values in the order: MazF activator, PrPC surface inh, Vc quorum ag, DUSP3 inh, 3CLpro inhibitor, SSB-PriA inh, TcdB inh, Yp Topo-I inh, CCHF vOTU inh, Rv3671c protease
CCn1c(N)c(C(=O)NCc2cccnc2)sc1=S in the list: -3.1, -8.3, i, 8.8, 8.1, 4.1, /, -2.3, 7.2, 8.8
C=CCNC(=S)Nc1ccc(Br)cc1F in the list: 5.8, 1.9, i, 25.6, -3.0, 2.4, 1.2, 3.3, 0.6, 6.6
CC(C)=CCC/C(C)=C/CNC(=O)C[C@H]1C[C@H](C(=O)N2CCOCC2)[C@@]2(CCC3CCCC3)c3[nH]c4cc(-c5ccco5)ccc4c3CCN2C1=O in the list: 0.5, -5.7, -0.9, /, /, -17.2, 1.1, 14.4, -5.2, /
COc1cccc(-c2ccc(SCC(=O)N3CCN(c4ccccc4)CC3)nn2)c1 in the list: -7.4, 2.3, -0.2, -7.5, -1.6, 6.1, 0.0, 40.1, -3.8, 1.9
CCc1ccc2c(c1)C(c1ccc([N+](=O)[O-])cc1)=NNC(c1ccc(F)cc1)=N2 in the list: 3.4, 3.7, -0.4, 16.3, 1.4, 28.9, /, -3.5, 4.4, 0.5

High-throughput results: PubChem, several laboratories
